RMI-FANCM inh: RMI-FANCM interaction inhibition. Fluorescence polarization, RMI core complex with F-MM2 peptide; stronger effect = lower value. FP signal (polarization) at 33 µM. 70,000 compounds, 0.58% hits; in the data active = FP signal below about 40; note: inactives centre near 61; strong numbers were not always called active; unit not given here
Starred values were filed as active, the others as inactive; & = joins results of further samples. The list is partial; the hit share may differ from the screen's.

SMILES | RMI-FANCM inh
COC(=O)C[C@H]1C(C)(C)[C@H](O)[C@@H]2CC3=C4CC(O)O[C@@H](c5ccoc5)[C@]4(C)CCC3[C@@]1(C)C2=O (stereo partly specified) | 63
Cc1cc(NCc2ccccn2)n2c(nc3ccccc32)c1C#N | 62
CCS(=O)(=O)Nc1cccc(C2=NN(S(=O)(=O)c3ccc(Cl)cc3)C(c3ccc(OC)cc3)C2)c1 (stereo unspecified) | 106
CC(C)(Oc1ccc(Cl)cc1)C(=O)NCCn1ncc2c(=O)n(Cc3ccccc3F)cnc21 | 67
O=C(O)Cn1c(-c2cccnc2)nc2ccccc21 | 66
O=C(Nn1cnc2c(cnn2-c2cccc(Cl)c2)c1=O)c1cccc(Br)c1 | 62
COc1ccc(NC(C)=O)cc1NC(=O)Cc1cn(Cc2ccccc2)c2ccccc12 | 78
Cc1c(Cl)cccc1NC(=O)C(=O)NCC(c1ccc2c(c1)CCN2C)N1CCCC1 (stereo unspecified) | 65
Cc1ccc(N2CCCS2(=O)=O)cc1NC(=O)C(=O)NCc1ccc(F)cc1 | 63
Cc1ccc(-c2nc(C(N)=O)c3[nH]c(=O)n(-c4ccc(C(C)(C)C)cc4)c3n2)o1 | 55
COc1ccccc1-c1nnc(NC(=O)C2CCN(S(C)(=O)=O)CC2)o1 | 64
O=C(OCc1nc2ccc(Cc3ccc4nc(COC(=O)C5CCCCC5)[nH]c4c3)cc2[nH]1)C1CCCCC1 | 56&64
CSc1ccc2nc(NC(=O)COc3ccccc3)sc2c1 | 51
CC(C)c1cccc2sc(N(Cc3ccco3)C(=O)c3ccn(C)n3)nc12 | 73
O=C(Cn1nc(S(=O)(=O)c2ccccc2)ccc1=O)Nc1ccc(Br)cc1F | 64
CCOc1ccc2nc(SCc3ccccc3Cl)[nH]c2c1 | 56
O=C(Cn1c(=O)nc(-c2ccccc2)c2ccccc21)Nc1cc(C(F)(F)F)ccc1Cl | 62
Cc1cc(Nc2ccc(Cl)cc2)n2nc(C(F)(F)F)nc2n1 | 60
C=c1ccccc1=C1N=C(NC(=O)CSc2nnc3scc(-c4ccc(Cl)cc4)n23)NS1 | 84
COc1cccc(N2CC(c3nc4ccccc4n3C/C=C/c3ccccc3)CC2=O)c1 (stereo unspecified) | 60
COc1ccc(Cn2c(=O)c3nccnc3n(CC(=O)Nc3c(C)cc(C)cc3C)c2=O)cc1 | 68
Cc1ccccc1OCC(=O)NCC1CCN(C2CCCC2)CC1 | 77
O=C(COc1ccc(F)cc1)NCCS(=O)(=O)N1CCN(Cc2ccccc2)CC1 | 64
CCS(=O)(=O)Nc1ccc2c(c1)N(C(=O)C(C)(C)C)CC2 | 65
OC(CN1CCNCC1)Cn1c2ccc(Br)cc2c2cc(Br)ccc21 (stereo unspecified) | 96
O=C1CCc2ccc(OCCCCN3CCN(c4cccc(Cl)c4Cl)CC3)cc2N1 | 56
COc1cc(C(=O)Nc2ccc3c(c2)CCCN3C(=O)c2cccs2)c([N+](=O)[O-])cc1OC | 55
CC(c1cc2ccccc2s1)N(O)C(N)=O (stereo unspecified) | 60
O=C(NCC(c1ccsc1)N1CCOCC1)C(=O)Nc1ccon1 (stereo unspecified) | 54
C=CCn1c(=S)[nH]c2sc(-c3ccccc3)cc2c1=O | 60
Cc1ccc(S(=O)(=O)N2CCCC2C(=O)Nc2cc(C)[nH]n2)cc1 (stereo unspecified) | 68
COc1ccc(C(=O)Nc2nnc(-c3cccc(S(C)(=O)=O)c3)o2)c(OC)c1 | 65
Cc1ccc(-c2ccc(N3CCN(S(=O)(=O)CCc4ccccc4)CC3)nn2)cc1C | 51
COc1ccc(Cl)cc1C(=O)Nc1ccc2c(c1)CN(C(=O)c1ccco1)CC2 | 79
CC1C(c2ccccc2)OCCN1C(=O)CCC(=O)N1CCOC(c2ccccc2)C1C (stereo unspecified) | 54
CN=C(NS(=O)(=O)c1cc(C)ccc1C)c1ccccc1 | 58
COc1ccc(OC)c(S(=O)(=O)N2CCN(c3ccc(-c4ccco4)nn3)CC2)c1 | 69
O=C(NCCCS(=O)(=O)N1CCN(c2ccccn2)CC1)c1cc2ccccc2oc1=O | 63
CC(=O)c1cccc(NC(=O)COc2ccc(Cl)cc2Cl)c1 | 67
CSc1cc(=O)c2ccccc2s1 | 56
O=C(NNC(=O)c1ccc(=O)n(Cc2ccccc2)c1)c1cccc(C(F)(F)F)c1 | 62
COc1cccc(-c2csc(-n3nc(C)cc3NC(=O)CC(C)C)n2)c1 | 68
N#Cc1ccsc1NC(=O)c1ccc([N+](=O)[O-])o1 | 61
O=c1ccc(-c2cccs2)nn1CCCNS(=O)(=O)c1ccccc1C(F)(F)F | 66
COC(=O)c1c(NC(=O)C2Oc3ccccc3OC2C)sc(C)c1C (stereo unspecified) | 64
O=C(NN1C(=O)/C(=C\C=C\c2ccco2)SC1=S)c1ccc([N+](=O)[O-])cc1 | 21*
CC(C)c1ccc(NC(=O)c2csc(Nc3ccc(S(C)(=O)=O)cc3)n2)cc1 | 66
Cc1nc(C)c(C(=O)NCCCn2nc(-c3ccc(F)cc3)ccc2=O)s1 | 68
CN(C)C(CNC(=O)C(=O)Nc1ccccc1Cl)c1cccc2ccccc12 (stereo unspecified) | 59
O=C(Nc1ncc([N+](=O)[O-])s1)c1ccc(=O)n(Cc2ccccc2Cl)c1 | 93
Cc1cc(NC(=O)c2cc(C)oc2C)on1 | 63
COC(=O)C(Cc1ccc(O)cc1)NC(=O)c1ccc(OC)c(OC)c1 (stereo unspecified) | 66
Cc1ccc(C(=O)CN(Cc2ccccc2)C2=NCCS2)cc1 | 68
O=S(=O)(c1cccc(Cl)c1Cl)N1CCN(c2ccc(-c3ccccc3)nn2)CC1 | 78
COc1ccc(-c2nn(-c3ccccc3)cc2/C=C(\C#N)S(=O)(=O)c2ccccc2)cc1Cl | 60
Cc1nn(C)c(C(=O)O)c1[N+](=O)[O-] | 57
CCOC(=O)C1CCN(C(=NS(=O)(=O)c2ccc(F)cc2)c2ccccc2)CC1 | 58
CCOC(=O)c1c(NC(=O)CSc2nnc(-c3ccncc3)o2)sc2c1CCC2 | 59
CN1CCN(c2ccc(CNC(=O)c3ccc4c(c3)OCCO4)cc2)CC1 | 54
CC(Oc1ccc(F)cc1)C(=O)Oc1ccc(Cl)cc1 (stereo unspecified) | 64
Carrying on.
SMILES | RMI-FANCM inh
CC(N)C(=O)OC(C)(C)Cc1ccc(Cl)cc1 (stereo unspecified) | 65&59
O=S(=O)(Nc1ccccc1N1CCOCC1)c1ccc(-c2ccccn2)s1 | 58
Cc1cc(NC(=O)COc2coc(CN3CCN(C(=O)c4ccco4)CC3)cc2=O)no1 | 52
Clc1ccc(-n2ccnc2)cc1 | 54
CCOc1cc(-c2ccc(C)cc2)nc2ccc(C(=O)NCCCc3ccco3)cc12 | 78
Cc1cc(C)cc(C(=O)NCCn2ncc3c(N4CCCC4)ncnc32)c1 | 65
NNC(=O)c1n[nH]c2c1CCC2 | 57
CSc1nc(C)nc(N/C=C(\C#N)S(C)(=O)=O)n1 | 55
Cc1ccc2oc(C(=O)NCCc3ccc(S(N)(=O)=O)cc3)cc2n1 | 52
Cc1nn(CNC(=O)Nc2ccc(F)cc2F)c(C)c1Br | 54
O=C(NCc1ccco1)C(=O)NCC(c1cccs1)N1CCc2ccccc2C1 (stereo unspecified) | 55
COc1ccc(CC(=O)NCCn2nc(-c3cccs3)ccc2=O)cc1OC | 63
Cc1ccccc1CSc1n[nH]c(=O)c2cc(-c3cccs3)nn12 | 71
C=CC(C1=CC(=O)C=CC1=O)c1ccccc1 (stereo unspecified) | 58
O=C(Nc1c[nH]c2ccccc12)N1CCN(c2ccc(F)cc2)CC1 | 49

Structures listed so far that have a COOH group, in the order listed:
SMILES | RMI-FANCM inh
O=C(O)Cn1c(-c2cccnc2)nc2ccccc21 | 66
Cc1nn(C)c(C(=O)O)c1[N+](=O)[O-] | 57

(listing goes on)
SMILES | RMI-FANCM inh
CCN(CC)CCN(C(=O)c1ccnn1C)c1nc2c(C)ccc(Cl)c2s1 | 71
O=C1CSC2(C(=O)Nc3ccccc32)N1c1ccc(F)cc1 (stereo unspecified) | 52
COc1ccc(OC)c2sc(NCCN3CCOCC3)nc12 | 67
COC(=O)c1cc(OC)c(OC)cc1N1C(=O)c2ccccc2C1=O | 57
O=C(NCc1ccco1)C(=O)Nc1ccncc1 | 53
C=CCOc1ccc(C(O)=C2C(=O)C(=O)N(Cc3cccnc3)C2c2ccc(C)o2)cc1 (stereo unspecified) | 61
CCn1ccc(C(=O)Nc2ccccc2Cl)n1 | 63
COc1cc(C(=O)Nc2nnc(C(C)C)s2)c(Br)c(OC)c1OC | 65
CN(C)c1ccc(C2C3=C(CCCC3=O)Nc3nc(SCc4ccc([N+](=O)[O-])cc4)[nH]c(=O)c32)cc1 (stereo unspecified) | 57
CCOC(=O)c1ccc(S(=O)(=O)NCCn2nc(-c3ccccc3)ccc2=O)cc1 | 58
O=S(=O)(c1cccs1)N1CCC(c2nc(-c3ccccc3F)no2)CC1 | 74
COCC(=O)Nc1ccc(N2CCCC2=O)c(OC)c1 | 65
O=C(c1cccs1)c1cccs1 | 58
COc1cc2c(cc1OC)C(COc1ccc([N+](=O)[O-])cc1)N(C(=O)CCCCl)CC2 (stereo unspecified) | 61
CC(=O)Nc1ccc(NC(=O)c2ccc(=O)n(Cc3ccccc3C)c2)cc1 | 58

In another format: entries from further up
C=CCOc1ccc(C(O)=C2C(=O)C(=O)N(Cc3cccnc3)C2c2ccc(C)o2)cc1 (stereo unspecified)
  RMI-FANCM inh: 61

CCOC(=O)c1ccc(S(=O)(=O)NCCn2nc(-c3ccccc3)ccc2=O)cc1
  RMI-FANCM inh: 58

O=C1CSC2(C(=O)Nc3ccccc32)N1c1ccc(F)cc1 (stereo unspecified)
  RMI-FANCM inh: 52

(continued)
SMILES | RMI-FANCM inh
COc1ccc(-c2noc(-c3cccn(CC(=O)Nc4cc(F)ccc4C)c3=O)n2)cc1OC | 159
CCOc1ccccc1NC(=O)c1oc2ccccc2c1NC(=O)c1c(F)cccc1F | 56
Cc1cc(C(=O)N(Cc2cccnc2)c2nc3ccc(F)cc3s2)on1 | 62
CC(C)C(=O)Nc1cccc(N2CCCC2=O)c1 | 66
CC(=O)c1ccc(/C=C/C(=O)Nc2ccccc2)o1 | 55
Cc1cc(-c2ccccc2)nc(SCC(=O)Nc2cccc(C(F)(F)F)c2)n1 | 59
CCNc1ccccc1C(=O)O | 51
COc1ccc(CCN2C(=O)/C(=C/c3ccc(-c4ccc(S(N)(=O)=O)cc4)o3)SC2=S)cc1OC | 57
Cc1cc(NC(=O)CCn2cnc3c(cnn3C(C)(C)C)c2=O)c2ccccc2n1 | 77
COCC(=O)Oc1c(Sc2c(F)c(F)c(F)c(F)c2F)c(C)nn1C(C)(C)C | 55
O=C(CN1CCN(Cc2nc3ccccc3n2Cc2ccccc2)CC1)NCc1ccco1 | 59
Cc1ccc(C)c(S(=O)(=O)NCc2ccc(C(=O)NCCc3ccccc3)cc2)c1 | 76
Cc1cc(C)nc(NC(=O)c2ccc(Cl)c(S(=O)(=O)N3CCOCC3)c2)n1 | 63
CCc1ccc(S(=O)(=O)Nc2ccc3c(c2)CN(C(=O)C(C)C)CC3)s1 | 69
CCCCOc1ccc(C(=O)Nc2sc3c(c2C#N)CCN(C(=O)OCC)C3)cc1 | 74

As a short view, some entries already given.
SMILES | RMI-FANCM inh
Cc1ccc(C)c(S(=O)(=O)NCc2ccc(C(=O)NCCc3ccccc3)cc2)c1 | 76
Cc1cc(C)nc(NC(=O)c2ccc(Cl)c(S(=O)(=O)N3CCOCC3)c2)n1 | 63
CCc1ccc(S(=O)(=O)Nc2ccc3c(c2)CN(C(=O)C(C)C)CC3)s1 | 69
CCCCOc1ccc(C(=O)Nc2sc3c(c2C#N)CCN(C(=O)OCC)C3)cc1 | 74

New compounds follow:
SMILES | RMI-FANCM inh
Cc1cc(SCC(=O)Nc2ccc(C)c(Cl)c2)n2ncc(-c3ccccc3)c2n1 | 65
CC(C)C(NC(=O)C12CC3(C)CC(C)(CC(C)(C3)C1)C2)C(=O)O (stereo unspecified) | 54
Cc1cc(NC(=O)CSc2c[nH]c3ccccc23)no1 | 60
COc1ccc(-c2ccc(C(=O)Nc3ncc(Cc4ccccc4)s3)o2)c([N+](=O)[O-])c1 | 61
Cc1cc(NC(=O)c2ccc(S(=O)(=O)N3CCCC3)cc2)on1 | 66
Cc1ccc(NC(=S)N(C)/N=C\c2ccccn2)cc1Cl | 53&50
COC(=O)c1sc(-c2ccccc2)cc1NC(=O)CS(=O)(=O)c1ccc(F)cc1 | 83
O=C(O)/C=C/CN1C(=O)c2cccc3cccc(c23)C1=O | 61
Cc1cc2cc(CNS(=O)(=O)c3ccc(Br)cc3)ccc2n1C | 45
COc1ccc(-c2csc(N)n2)cc1 | 65
Cc1ccc(NC(=O)C(=O)NCCc2ccc(N3CCCC3)cc2)cc1C | 85
Cc1cc(C)cc(OCCNC(=O)c2ccc(F)c(F)c2)c1 | 61
CCOC(=O)c1nc(C)sc1-c1ccnn1C(=O)c1ccc(OC)cc1 | 54
O=C(N1CCN(c2ccccc2F)CC1)C1(c2cccs2)CCOCC1 | 56
CC(C)(C)c1ccc(C(=O)O/N=C(/N)CSc2cccs2)cc1 | 64
C=C(C)[C@H]1CC=C(C(=O)O)CC1 | 57
COc1ccc(-c2cc(=O)n(CC(=O)Nc3nccs3)cn2)cc1 | 64
COC(=O)c1ccc(CSc2nnc(C)c3cnn(-c4ccccc4)c23)o1 | 64
O=C(Nc1nc(-c2cc3ccccc3o2)cs1)C1COc2ccccc2O1 (stereo unspecified) | 66
Cc1cc(C)n(S(=O)(=O)c2ccc3c(c2)C(=O)c2ccccc2C3=O)n1 | 59
CCc1ccc(S(=O)(=O)NCCOc2cccc(C(F)(F)F)c2)cc1 | 62
